# GRK2 inh = human GRK2 inhibition via aptamer displacement | bead flow cytometry, FAM-aptamer displacement from GRK2 | inhibition of aptamer binding, % at 10 µM | 330,000 tested, 0.59% active | AID 488847;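 active = inhibition of aptamer binding above 40%, roughly 3 SD of noise, on plates passing a quality check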;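 also: median bead fluorescence of bound FAM aptamer so fluorescent compounds give negative values; no value below 0 was filed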
# MEP2-GFP yeast = alters MEP2-GFP fluorescence in TOR pathway yeast screen | S. cerevisiae MEP2-GFP strain, flow cytometry GFP, 3 h; 100% = DMSO control level | GFP response vs DMSO, % at 10 µM | 330,000 tested, 0.51% active | AID 2016;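 active = GFP response versus DMSO above a set limit, roughly screen mean plus 3 SD, cut at about 180% in these data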;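 also: median GFP fluorescence of the barcode-gated MEP2-GFP cells per well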
# AGP1 TOR yeast = modulators of TOR pathway AGP1-GFP in S. cerevisiae | S. cerevisiae AGP1-GFP multiplex flow cytometry, 3 h; GFP as percent of DMSO wells | GFP response vs DMSO, % at 10 µM | 320,000 tested, 0.02% active | AID 2066;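 active = GFP response relative to DMSO above a set limit, near screen average plus 3 SD, cut at about 150% in these data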;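 also: median GFP channel fluorescence of the gated AGP1 strain per well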
# RPL19A-GFP yeast = yeast TOR pathway RPL19A-GFP modulation; 330,000 tested, 0.3% active; percent response vs DMSO, % at 10 µM; S. cerevisiae RPL19A-GFP strain, flow cytometry, 3 h; hits give low values;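 active = percent response vs DMSO below 50%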;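 also: median channel GFP fluorescence of the barcoded RPL19A-GFP strain; ratio of sample median GFP to plate DMSO average so 100% = DMSO; lower means less RPL19A-GFP as with rapamycin TOR inhibition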
# CIT2-GFP yeast = modulators of TOR pathway CIT2-GFP in S. cerevisiae. GFP response vs DMSO, % at 10 µM. AID 2029. S. cerevisiae CIT2-GFP strain, flow cytometry, 3 h; 100 means same as DMSO wells. 320,000 tested, 0.065% active;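 active = GFP response relative to DMSO above a set limit, near the screen mean plus 3 SD, cut at about 150% in these data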;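 also: ratio of well median GFP fluorescence to mean of DMSO wells on the plate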
# GASC-1 inh = human JMJD2C demethylase inhibition | Q9H3R0 | GST-JMJD2C(1-420) H3K9me3 demethylation, DELFIA europium | inhibition, % at 2.35 µM | 330,000 tested, 0.069% active | AID 2099;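 active = more than half of a compound's replicate wells show inhibition beyond 50%, single wells judged on their own value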;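 also: signal counts dimethyl H3K9 product captured on neutravidin plate; 0% = median of DMSO wells and 100% = 0.3 times that DMSO median; strong numbers were not always called active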
# Target sequence (Q9H3R0 1-420 limits assumed): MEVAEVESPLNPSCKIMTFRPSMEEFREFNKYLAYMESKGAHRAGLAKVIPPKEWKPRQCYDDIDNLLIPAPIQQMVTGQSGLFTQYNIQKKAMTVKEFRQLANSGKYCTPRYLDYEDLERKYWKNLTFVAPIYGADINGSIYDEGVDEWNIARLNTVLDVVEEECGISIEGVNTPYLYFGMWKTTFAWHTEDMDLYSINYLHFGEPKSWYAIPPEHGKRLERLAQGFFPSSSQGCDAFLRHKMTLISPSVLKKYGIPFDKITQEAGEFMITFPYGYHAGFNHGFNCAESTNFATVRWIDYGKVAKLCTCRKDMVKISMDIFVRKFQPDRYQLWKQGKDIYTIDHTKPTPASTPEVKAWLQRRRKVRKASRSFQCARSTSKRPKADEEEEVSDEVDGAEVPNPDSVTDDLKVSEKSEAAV
# LAP4 TOR yeast = yeast TOR pathway LAP4-GFP modulation; 320,000 tested, 0.34% active; S. cerevisiae LAP4-GFP multiplex, flow cytometry GFP, 3 h; median GFP as percent of DMSO wells; GFP response vs DMSO, % at 10 µM;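 active = GFP response vs DMSO above a set limit, about the screen mean plus 3 SD, cut at about 150% in these data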
# VLA-4 inh = inhibition in a human VLA-4 binding assay; VLA-4 expressing cells, ligand binding flow cytometry; 330,000 tested, 0.2% active; inhibition, % (about 7 µM as worked out from the volumes in the protocol); in the data active = inhibition above about 50%
# * = called active by the depositor; . = no result given; & = joins results of further samples.
[1] O=C(NCCc1csc(-c2cccnc2)n1)c1cccs1
[2] C/C(=N\NC(=O)c1ccc(Br)cc1)c1cccc(NC(=O)c2cccnc2)c1
[3] Cc1ccc(NC(=O)NNC(=O)COc2ccc3ccccc3c2)cc1
[4] Cc1ccc(C)c(C(=O)CSc2n[nH]c(C(C)C)n2)c1
[5] O=C(CN1C(=O)c2ccc([N+](=O)[O-])cc2C1=O)NCc1ccc(C(=O)O)cc1
[6] CCN(CC)C(=O)Cn1c(=O)oc2ccccc21
[7] CCOC(=O)c1c(N=CN(C)C)c(C#N)c2n1CCCC2
[8] Cc1ccc(Oc2ccccc2/C=C2\SC(=O)N(C)C2=O)cc1

screen / no.	1	2	3	4	5	6	7	8
GRK2 inh	0	3	1	1	0	9	5	4
MEP2-GFP yeast	99	103	94	110	111	96	98	99
AGP1 TOR yeast	98	103	98	97	105	109	104	95
RPL19A-GFP yeast	98	104	97	100	105	98	99	101
CIT2-GFP yeast	97	99	103	89	109	94	98	112
GASC-1 inh	-19	2	10	-4	-5	2	6	8
LAP4 TOR yeast	100	99	99	103	101	115	99	87
VLA-4 inh	-16	3	4	0	9	6	18	13

[9] Cc1c(NC(=O)C2(C)CCCCC2)c(=O)n(-c2ccccc2)n1C
[10] Cc1ccc2c(c1)c(/C=C/c1cc[n+](C)cc1)c(C)n2C
[11] CCOC(=O)c1[nH]nc(-c2cc(CC)c(O)cc2O)c1-c1cscn1
[12] COC(=O)C1CSC(C(=O)OC)N1C(=O)Nc1ccc(Cl)cc1 (stereo not drawn)
[13] O=C1C=C(c2ccccc2)C[C@@H](c2ccc3c(c2)OCO3)C1
[14] CCOC(=O)c1c(C)cc(C)n2c1nc1ccccc12
[15] COC(OC)C12c3ccccc3C(c3ccccc31)C1C(=O)N(c3cccnc3)C(=O)C12 (stereo not drawn)
[16] CC1c2cccn2CCN1S(=O)(=O)c1ccc(F)cc1 (stereo not drawn)

screen / no.	9	10	11	12	13	14	15	16
GRK2 inh	1	0	0	1	3	0	3	0
MEP2-GFP yeast	99	289*	101	99	93	98	102	105
AGP1 TOR yeast	105	117	103	101	90	100	106	99
RPL19A-GFP yeast	94	127	102	97	93	101	100	105
CIT2-GFP yeast	98	206*	112	109	88	105	101	97
GASC-1 inh	-33	-2	-4	-1	2	0	-12	-2
LAP4 TOR yeast	96	198*	106	99	107	94	106	107
VLA-4 inh	-6	.	-2	-1	-3	10	3	-3

[17] CCOCCCNC(=O)C1CCN(S(=O)(=O)c2ccc(C)cc2)CC1
[18] CCOc1cc(/C=N/NC(=O)c2cc(C3CC3)[nH]n2)ccc1O
[19] CCOc1cc(-c2noc(-c3ccncc3)n2)cc(Br)c1OC
[20] CCCCOCCCNC(=O)/C=C/c1ccccc1Cl
[21] C=CCn1c(SCC(=O)N2CCOCC2)nc2scc(-c3ccco3)c2c1=O
[22] N#CC(=C=[N-])c1nc2ccccc2nc1-[n+]1cccc(NC(=O)c2ccccc2)c1
[23] CCN1CCN(C(c2cccs2)C(C)NC(=O)CC(C)C)CC1 (stereo not drawn)
[24] Cc1cc(NC(=O)CN2CCCC2c2nc3ccccc3s2)no1 (stereo not drawn)

screen / no.	17	18	19	20	21	22	23	24
GRK2 inh	0	2	2	0	0	0&0	1	2
MEP2-GFP yeast	99	114	107	100	100	97&104	102	101
AGP1 TOR yeast	97	119	103	100	92	96&111	112	99
RPL19A-GFP yeast	97	114	100	99	93	92&100	99	96
CIT2-GFP yeast	94	115	105	89	97	103&108	93	105
GASC-1 inh	1	0	-7	21	-13	4&0	2	16
LAP4 TOR yeast	101	82	107	105	94	101&110	99	88
VLA-4 inh	12	26	0	-2	12	4&-7	28	-4

[25] CCOc1cc2[nH]c(=S)n(CCCC(=O)NCc3ccccn3)c(=O)c2cc1OCC
[26] Cc1cc(C(=O)O)ccc1N=Cc1c(O)ccc2ccccc12
[27] CCCCNc1c(-c2ccc(OC)c(SC3CCCCC3)c2)nc2cc(C)ccn12
[28] O=c1c2c(-c3ccccc3)csc2ncn1/N=C/c1ccc(O)c([N+](=O)[O-])c1
[29] O=C(Nc1ccc(CN2CCOCC2)cc1)c1cccc(F)c1
[30] CC(C)CCNC(=O)CN(Cc1cccs1)C(=O)CCC(=O)Nc1nccs1
[31] O=C(CN1C(=O)NC2(CCCCC2)C1=O)NCCc1c[nH]c2ccccc12
[32] CCOc1cccc2c1OC1(C)CC2NC(=O)N1c1cccc(Cl)c1 (stereo not drawn)

screen / no.	25	26	27	28	29	30	31	32
GRK2 inh	0	1	0	1	1	0	0	0
MEP2-GFP yeast	102	90	101	106	104	101	86	98
AGP1 TOR yeast	99	91	100	94	102	94	86	110
RPL19A-GFP yeast	101	98	93	89	102	100	75	93
CIT2-GFP yeast	106	82	94	96	104	95	93	78
GASC-1 inh	1	-9	2	13	11	-17	29	-5
LAP4 TOR yeast	94	92	102	131	105	102	85	100
VLA-4 inh	3	19	38	-2	-3	5	4	-4

[33] Cc1ccc2nc(C)c3c(c2c1)N(c1ccc(F)cc1)CC3
[34] O=C(CN1N=C(c2ccccc2)CCC1=O)NCc1ccccc1
[35] CC(C)[C@H](N)C(=O)NC[C@H](CC(=O)NC[C@H]1CC[C@H](C(=O)O)CC1)c1ccc(Cl)cc1
[36] Clc1ccc(OCCN2CCCCC2)c(Cl)c1
[37] O=C(NCCN1CCN(C(=O)c2cc3ccccc3oc2=O)CC1)c1cc2ccccc2oc1=O
[38] CCNS(=O)(=O)c1ccc(Br)c(OC)c1
[39] CC(=O)/C(N=Nc1c(C)n(C)n(-c2ccccc2)c1=O)=C(\C)O
[40] Cc1c(NC(=O)CSc2ccccc2F)c(=O)n(-c2ccccc2)n1C

screen / no.	33	34	35	36	37	38	39	40
GRK2 inh	0	2	2	0	0	1	2	5
MEP2-GFP yeast	96	105	105	103	93	100	99	91
AGP1 TOR yeast	101	102	95	103	93	101	93	94
RPL19A-GFP yeast	92	99	106	100	91	103	82	95
CIT2-GFP yeast	90	103	107	100	97	97	.	90
GASC-1 inh	-2	16	-2	3	-2	-3	63	0
LAP4 TOR yeast	109	107	88	97	92	101	86	96
VLA-4 inh	-3	2	28	13	5	10	6	-5

[41] Nc1cc(Oc2ccc(Cl)cc2Cl)nc(N)n1
[42] O=C(NCC1CCCO1)c1ccc2c(=O)n(CCc3ccccc3)c(=O)[nH]c2c1 (stereo not drawn)
[43] CC(C)(C)NC(=S)NC(=O)C12CCC3CC(CC(C3)C1)C2
[44] NS(=O)(=O)c1ccc(NC(=O)Nc2ccc(C(F)(F)F)cc2)cc1
[45] COc1ccc(NC(=O)CSc2nccn2Cc2ccco2)cc1OC
[46] O=c1[nH]c(CN2CCN(S(=O)(=O)/C=C/c3ccccc3)CC2)nc2cc(Cl)ccc12
[47] COc1cccc(CNC(=O)CCCNS(=O)(=O)c2cccs2)c1
[48] COc1ccc(OC)c(N(CC(=O)NC2CCCCCC2)S(=O)(=O)c2ccc(C)cc2)c1

screen / no.	41	42	43	44	45	46	47	48
GRK2 inh	3	0	0	0	0	1	0	0
MEP2-GFP yeast	109	98	108	96	99	100	82	94
AGP1 TOR yeast	106	103	104	103	100	100	87	98
RPL19A-GFP yeast	112	96	104	93	99	97	86	101
CIT2-GFP yeast	110	97	109	92	114	97	89	107
GASC-1 inh	3	-1	-11	-12	6	11	-4	21
LAP4 TOR yeast	97	97	86	95	104	97	79	108
VLA-4 inh	11	19	8	11	-12	-3	-4	2

# Compound profiles, from the list above. Order of screens: GRK2 inh	MEP2-GFP yeast	AGP1 TOR yeast	RPL19A-GFP yeast	CIT2-GFP yeast	GASC-1 inh	LAP4 TOR yeast	VLA-4 inh
# COc1ccc(NC(=O)CSc2nccn2Cc2ccco2)cc1OC in the list: 0	99	100	99	114	6	104	-12
# NS(=O)(=O)c1ccc(NC(=O)Nc2ccc(C(F)(F)F)cc2)cc1 in the list: 0	96	103	93	92	-12	95	11
# COc1ccc(OC)c(N(CC(=O)NC2CCCCCC2)S(=O)(=O)c2ccc(C)cc2)c1 in the list: 0	94	98	101	107	21	108	2
# COc1cccc(CNC(=O)CCCNS(=O)(=O)c2cccs2)c1 in the list: 0	82	87	86	89	-4	79	-4
# O=C(NCC1CCCO1)c1ccc2c(=O)n(CCc3ccccc3)c(=O)[nH]c2c1 (stereo not drawn) in the list: 0	98	103	96	97	-1	97	19

# Next part.
[49] Cc1ccc(NC(=O)Cc2c[nH]c3ccccc23)cc1S(=O)(=O)N1CCCCCC1
[50] CC1CCN(c2ccccc2N)CC1
[51] O=C(c1ccc(S(=O)(=O)N2CCOCC2)cc1)N(Cc1ccco1)Cc1cccs1
[52] CCN(CC)C(=O)C1CCCN(C/C=C/c2ccccc2)C1 (stereo not drawn)
[53] COc1ccc(CCNC(=O)c2cc(C(=O)c3cc(C)ccc3O)cn(CCc3ccc(OC)cc3)c2=O)cc1
[54] CC(C)CCNC(=O)CN1N=C(c2ccc(Cl)cc2)CCC1=O
[55] CCc1nnc(NC(=O)CCC(=O)N2CCN(c3cc(Cl)ccc3C)CC2)s1
[56] N#CCC(=O)N1CCCCCC1

screen / no.	49	50	51	52	53	54	55	56
GRK2 inh	2	6	0	0	0	1	1	0
MEP2-GFP yeast	102	102	104	100	121	111	108	97
AGP1 TOR yeast	98	104	99	105	107	92	123	98
RPL19A-GFP yeast	101	100	100	100	109	101	105	96
CIT2-GFP yeast	96	104	103	94	113	99	113	94
GASC-1 inh	1	9	-3	8	1	-6	8	-3
LAP4 TOR yeast	92	97	104	97	101	98	119	104
VLA-4 inh	14	4	23	13	-12	11	5	-1

[57] CC(C)(C)OC(=O)N1CCC[C@@H]1CO
[58] CCCCCC(O)CCC(=O)NNC1=CC(=O)CC(C)(C)C1 (stereo not drawn)
[59] Cc1ccc(-c2nnc(SCC(=O)Nc3cccnc3Cl)n2N)cc1
[60] O=C(COc1ncnc2ccccc12)Nc1cc(S(=O)(=O)N2CCOCC2)ccc1Cl
[61] CCCCn1c(N)c(N(CC)C(=O)c2ccncc2)c(=O)[nH]c1=O
[62] COc1cc(C(=O)O)ccc1O
[63] COc1cccc(CNC(=O)C2CCCN(c3ncnc4c3nc3n4CCCCC3)C2)c1 (stereo not drawn)
[64] CCOc1ccc2c(c1)c(N=NC(N)=S)c(O)n2C
[65] Nc1ccc(N2CCN(C(=O)c3cccs3)CC2)cc1
[66] N#CCSc1nnc(Nc2ccccc2)s1

screen / no.	57	58	59	60	61	62	63	64	65	66
GRK2 inh	0	4	8	1	0	0	3	0	0	3
MEP2-GFP yeast	102	120	92	102	100	97	113	102	105	107
AGP1 TOR yeast	89	103	92	101	101	92	101	98	100	112
RPL19A-GFP yeast	102	98	91	96	99	103	103	99	94	105
CIT2-GFP yeast	89	109	87	99	102	108	103	102	97	108
GASC-1 inh	.	-14	16	-4	-32	-2	-14	-6	-2	10
LAP4 TOR yeast	121	106	90	98	104	111	99	103	96	109
VLA-4 inh	-22	11	-7	5	15	21	19	12	10	-3

# Shown as a hit in CIT2-GFP yeast, among the entries above:
[10] Cc1ccc2c(c1)c(/C=C/c1cc[n+](C)cc1)c(C)n2C

screen / no.	10
GRK2 inh	0
MEP2-GFP yeast	289*
AGP1 TOR yeast	117
RPL19A-GFP yeast	127
CIT2-GFP yeast	206*
GASC-1 inh	-2
LAP4 TOR yeast	198*
VLA-4 inh	.
